AMA1-RON2 inh: qHTS for Inhibitors of AMA1-RON; Towards Development of Antimalarial Drug Lead: Primary Screen; 360,000 compounds, 0.2% hits; Potency, µM (top dose mostly 58.2 µM), for the others: top-dose activity change, negative = inhibition, hits mostly inhibitors; Plasmodium falciparum AMA1 (3D7) - RON2 peptide interaction; AlphaScreen AMA1-biotinylated RON2 peptide binding;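 also: potency is read from the fitted curve at half-maximal effect; 0% = vehicle wells and -100% = peptide control; nearly all actives have a fitted effect of over 45% in size; some results filed as inactive show a strong effect at the top dose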
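AMA1 (3D7) with his tag at 25 nM final met compounds first, then biotinylated RON2 peptide at 25 nM; detection used donor plus acceptor beads, 10 µg/mL apiece, read by AlphaScreen after 30 min at room temperature.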
HCV inh: qHTS Assay for Inhibitors of Hepatitis C Virus (HCV); Huh7.5.1 HCVcc-Cre infection, luciferase reporter, 44 h; Potency, µM (doses to about 41.8 µM), for the others: top-dose activity change, negative = inhibition, most hits filed as inhibitors; 340,000 compounds, 3.4% hits; also: potency is read from the fitted curve at half-maximal effect
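1,000 cells/well; 4 h culture; + compound; + HCVcc-Cre (~0.5 moi); 44 h; luciferase substrate, RT 15 min; read 15 sec.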
AmpC detergent: qHTS Inhibitors of AmpC Beta-Lactamase (assay with detergent); Potency, µM (series often up to 114 µM), for the others: at the highest dose activity change, negative = inhibition, hits mostly inhibitors; 370,000 compounds, 0.041% hits; P00811; AmpC hydrolysis of nitrocefin, absorbance 480 nm, 0.01% Triton;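 also: potency is read from the fitted curve at half-maximal effect; 0% = no-compound wells and -100% = no-enzyme wells; nearly all actives have a fitted effect of over 25% in size; some results filed as inactive show a strong effect at the top dose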
Target sequence (P00811 whole entry, looked up): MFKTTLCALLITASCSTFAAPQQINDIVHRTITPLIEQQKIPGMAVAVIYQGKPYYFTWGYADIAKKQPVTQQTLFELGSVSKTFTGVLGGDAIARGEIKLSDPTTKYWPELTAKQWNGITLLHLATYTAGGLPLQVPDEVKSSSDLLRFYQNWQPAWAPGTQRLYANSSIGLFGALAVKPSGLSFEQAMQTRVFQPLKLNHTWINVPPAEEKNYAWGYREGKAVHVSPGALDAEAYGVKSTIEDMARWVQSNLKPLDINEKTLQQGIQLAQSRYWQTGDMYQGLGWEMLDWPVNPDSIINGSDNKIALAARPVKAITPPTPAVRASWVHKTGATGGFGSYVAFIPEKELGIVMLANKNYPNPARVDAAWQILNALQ
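AmpC (5.3 nM in the dispensed reagent) in 20 mM phosphate pH 7.0 with 0.01% (detergent screen) or 0.0001% Triton X-100 was preincubated with compounds for 15 min at room temperature. Nitrocefin was then added from an 800 uM solution, and hydrolysis was followed at 480 nm.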
Tb PYK inh: qHTS of Trypanosoma Brucei Inhibitors; AID 624173, 2012; Potency, µM (series often up to 76.8 µM), for the others: top-dose activity, negative = inhibition, usual class: inhibitors; TbPYK enzyme, Kinase-Glo Plus ATP luminescence, 45 min; 410,000 compounds, 0.12% hits; pyruvate kinase (Trypanosoma brucei), Q57TT1; also: potency is read from the fitted curve at half-maximal effect; nearly all actives have a fitted effect of over 50% in size
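Luminescent Kinase-Glo Plus end-point after 45 min room-temperature reaction of T. brucei pyruvate kinase started with 130 uM ADP (final). Buffer TEA 50 mM pH 7.2 with KCl, MgCl2, BSA, Tween-20; titration-based qHTS with fitted concentration-effect curves.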
HCMV inh: qHTS Assay for inhibitors of the human cytomegalovirus (HCMV). HFF cells, HCMV-luciferase reporter, 72 h; stronger effect = lower value. activity change, negative = inhibition, % at 57.5 µM. 410,000 compounds, 4.5% hits; in the data active = activity change below about -60%; inconclusive = no clear call, values can overlap the other calls; inactive = above about -39%
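Human foreskin fibroblasts infected with luciferase-reporter HCMV at MOI 1 PFU/cell, compounds at two doses. Luciferase measured 72 h post infection; normalized to buffer-only basal and Salinomycin (10uM) controls.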
LmPK inhibitor: qHTS Assay for Inhibitors of Leishmania Mexicana Pyruvate Kinase (LmPK); AID 1721, 2009; Potency, µM (highest dose often 57.5 µM), without a hit: top-dose activity change, negative = inhibition, actives largely listed as inhibitors; 290,000 compounds, 0.37% hits; purified LmPK, Kinase-Glo ATP luminescence, 1 h; Q27686; also: potency is read from the fitted curve at half-maximal effect
Target sequence (Q27686 whole entry, looked up): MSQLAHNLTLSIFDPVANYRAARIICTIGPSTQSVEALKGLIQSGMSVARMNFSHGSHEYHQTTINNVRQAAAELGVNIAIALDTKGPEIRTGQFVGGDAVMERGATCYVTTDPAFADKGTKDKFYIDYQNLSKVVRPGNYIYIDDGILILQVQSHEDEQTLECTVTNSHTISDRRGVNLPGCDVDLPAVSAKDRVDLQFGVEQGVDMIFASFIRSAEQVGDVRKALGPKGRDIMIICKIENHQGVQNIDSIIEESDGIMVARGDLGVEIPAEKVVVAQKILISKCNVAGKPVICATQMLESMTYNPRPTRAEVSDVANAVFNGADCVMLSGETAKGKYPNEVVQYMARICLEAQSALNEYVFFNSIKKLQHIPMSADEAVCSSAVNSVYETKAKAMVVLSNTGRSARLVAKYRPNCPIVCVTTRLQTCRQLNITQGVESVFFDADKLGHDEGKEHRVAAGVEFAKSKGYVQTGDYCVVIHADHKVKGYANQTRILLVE
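Kinase-Glo luminescence read after 1 h RT reaction of 0.1 nM LmPK with 0.5 mM PEP and 0.1 mM ADP. Activity scaled between uninhibited and enzyme-free controls.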
AmpC no deterg: qHTS Inhibitors of AmpC Beta-Lactamase (assay without detergent). AmpC nitrocefin hydrolysis, absorbance 480 nm, 0.0001% Triton. Potency, µM (highest dose often 57.1 µM), for the others: at the highest dose activity change, negative = inhibition, most hits filed as inhibitors. 330,000 compounds, 0.52% hits. AID 485341, 2010;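 also: potency is read from the fitted curve at half-maximal effect; plate controls were no compound for no effect and no enzyme for full effect; nearly all actives have a fitted effect of over 20% in size; some results filed as inactive show a strong effect at the top dose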
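20 mM phosphate pH 7.0 + 0.01% (detergent screen) or 0.0001% Triton X-100; 5.3 nM AmpC reagent; cpd preinc 15 min RT; nitrocefin (800 uM stock) to start; A480 q20 s × 4 min; Activity was normalised to no-enzyme and no-compound control wells.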
Starred values were filed as active, the others as inactive; ? = inconclusive; . = no result given; & = joins results of further samples; [ ] = another dose, or the depositor's remark. Unless noted, calls follow the shape of the dose curve; as a rule, active = well fitted curve in the direction sought with a large enough effect; inconclusive = small, poorly fitted or top-dose-only effect, or another doubt; inactive = no such curve, though single readings can be large; an effect the other way counts as inactive or inconclusive. Unless noted, % is scaled to controls: 0 for no effect and ±100 for the full control effect.

SMILES	AMA1-RON2 inh	HCV inh	AmpC detergent	Tb PYK inh	HCMV inh	LmPK inhibitor	AmpC no deterg
COC(=O)C(=O)Nc1nnc(COc2ccccc2)s1	21%	20%	-11%	2%	5	-3%	-15%
COc1ccc(/C=N\NC(=O)c2cc(O)c(O)c(O)c2)cc1CN1CCN(c2ccc(F)cc2)CC1	-18%	?	-1%	-16%	-27	-4%	4%
CCN1C[C@@H]2[C@@H]3C(=O)N(C)C(=O)[C@@H]3[C@](Cc3ccccc3)(C(=O)OC)N2C1=NCc1ccccc1	-1%	-2%	.	3%	-3	.	.
O=C(Nc1ccccc1-c1nnn(CC(=O)N2CCN(c3ccccc3)CC2)n1)c1cccs1	-3%	13µM*	?	0%	-36	9%	-3%
Cc1nn(C(=O)c2cccc([N+](=O)[O-])c2)c(C)c1Cl	-11%	8%	8%	2%	46	2%	-2%
Cc1nc2ccc(S(=O)(=O)CCC(=O)Nc3ccc(C)c(C)c3)cc2s1	.	.	-4%	1%	-32	.	.
O=C(CSc1n[nH]c(-c2cccs2)n1)NCc1ccc2c(c1)OCO2	-3%	3%	-5%	3%	-15	-1%	-20%
O=C(CNCC1CCCO1)N1CCCc2ccccc21 (stereo unspecified)	-20%	5%	-4%	2%	17	-2%	-27%
CCCN1C(=O)C(O)(C2CC(=O)CC(C)(C)O2)c2ccccc21 (stereo unspecified)	4%	-19%	-12%	-6%	-23	-8%	-5%
COc1cc2c(=O)c(S(=O)(=O)c3ccc(C)cc3)cn(Cc3cccc(C)c3)c2cc1OC	.	.	11%	-7%	-1	.	.
Cc1cc(C(=O)NC(Cc2c[nH]c3ccccc23)C(=O)O)c(C)o1 (stereo unspecified)	2%	-5%	?	-7%	36	-1%	-25%
CN(c1nc2nonc2nc1NC1CC1)C1CCOC1 (stereo unspecified)	-1%	5%	2%	31%[activator]	-12	1%	191%[activator]
COC(=O)c1ccc(NC(=O)CSc2nc(C)cc(=O)[nH]2)cc1	1%	18%	-11%	-8%	17	4%	-24%
O=C(O)CN1C(=O)C2C3C=CC(C3)C2C1=O (stereo unspecified)	-1%	19%	2%	2%	15	6%	-2%
Cc1nn(-c2cc(C(F)(F)F)ccn2)c(=O)o1	-1%	14%	-3%	0%	95	1%	-15%
NS(=O)(=O)c1ccc(CCNC(=O)C2CCN(c3ncnc4c3nc3n4CCCCC3)CC2)cc1	5%	-3%	2%&3%	5%&3%	0&0	1%	18%
O=C(Nc1cccc2cccc(NC(=O)c3ccco3)c12)c1ccco1	-9%	7%	?	-1%	19	-10%	-17%
C=CCNc1ccccc1S(=O)(=O)NCc1ccccc1	27%	?	.	5%	-20	.	-25%
CC[C@@H]1[C@H]2CCCC(=O)N3CC[C@@H](C[C@@H]1OC(=O)NCc1ccccc1)[C@@H]23	1%	0%	?	?	-15	-3%	34%[activator]
O=C(CN1CCSCC1)N/N=C/c1ccccc1F	-3%	.	1%	5%	8	-15%	1%
CCOc1ccc(C(=O)C2CCN(C(=O)c3ccc([N+](=O)[O-])cc3)CC2)cc1	-2%	10µM*	?	1%	?	-2%	49%
CCOC(=O)[C@]12Cc3cc(N(C)C)ccc3[C@H]1N(Cc1ccccc1)C(=O)c1ccccc12	?	11µM*	.	-20%	-26	.	.
COC1CCCN(C(=O)c2ccc3nc(Cc4cccc(Cl)c4)oc3c2)C1 (stereo unspecified)	7%	3%	0%	-15%	16	0%	0%
COCC(C)NCc1cccc(C)c1 (stereo unspecified)	-14%	4%	-4%	3%	29	1%	-5%
Cc1ccc(Nc2cccccc2=O)cc1	21%	2%	?	-27%	9	-8%	-17%
O=S(=O)(Nc1nc2ccccc2s1)c1cc(F)ccc1F	12%	12%	?	-10%	189	-1%	-28%
O=C(CSc1nnc(-c2ccccc2F)o1)OCc1ccccc1	0%	-2%	?	2%	-20	-1%	-11%
CN(c1ccc(OCC(=O)NC2CCCC2)cc1)S(=O)(=O)c1cccs1	-2%	-28%	?	10%	-29	2%	0%
CCc1c(C(=O)NNC(=O)Nc2ccc3c(c2)OCO3)csc1C	38%[activator]	8%	-3%	2%	13	-8%	73%[activator]
CCCCNC(=O)CCn1c(=O)c2ccccc2n(Cc2ccc(Cl)cc2)c1=O	0%	1%	-1%	-10%	-28	4%	-33%
CCc1cnc2c(c1SCC(=O)N1CCCCC1)c(=O)n(C)c(=O)n2C	.	.	3%	-6%	-4	.	.
Cc1ccccc1NS(=O)(=O)c1ccc(OCC(=O)N2CCCCC2)cc1	-3%	-7%	?	3%	-38	4%	-11%
[N-]=[N+]=CC(=O)CCCN1C(=O)c2ccccc2C1=O	8%	0%	-13%	4%	32	2%	-2%
O=C(c1ccccc1)c1nc[nH]c1C(=O)Nc1ccccn1	4%	-6%	?	-6%	-22	-5%	-31%
Cc1ccccc1CN1CCN(Cc2ccc3cccc(F)c3n2)CC1CCO (stereo unspecified)	-8%	-21%	2%	4%	73	1%	59%
CNC(=O)/C(C#N)=C1/SC(Cc2ccc(F)cc2)C(=O)N1c1ccccc1 (stereo unspecified)	-4%	11%	9%	-4%	?	7%	4%
N[C@@H](Cc1ccc(O)cc1)c1nnc([C@H](CCC(=O)O)NC(=O)C2CCNCC2)o1	123%[activator]	17%	-2%	0%	0	-5%	-3%
COc1ccc(NC(=O)CSc2nnc(Cc3cccs3)n2-c2ccc(C)cc2)cc1	4%	-27%	4%	-11%	-12	0%	23%
Cc1ccc(CNc2nc(C)nc3sc4c(c23)CCC4)cc1	-2%	.	-2%	1%	?	3%	-7%
CCCCN(C)CCC(=O)Nc1ccc(OC)cc1OC	-9%	14%	-6%	1%	19	-4%	-25%
O=C(O)Cn1cc(C=C2C(=O)NC(=O)NC2=O)c2ccccc21	15%	15%	-1%	-1%	-33	3%	-18%
Cc1ccc(Cn2c(CCC(=O)O)nc3ncccc3c2=O)cc1	-6%	30%	1%	-13%	-22	2%	-6%
Cc1cccc(C)c1NC(=O)CN1C(=O)CCSc2ccc(S(=O)(=O)N3CCCC3)cc21	-8%	-7%	0%&-8%	-1%&0%	7&27	8%	32%
Cc1ccc(NC(=S)N2CCCN(Cc3ccc(F)cc3)C2)c(C)c1	56%[activator]	-19%	?	-2%	-29	10%	-45%
O=C(CN1CCN(c2ccccc2F)CC1)Nc1ccccc1F	6%	-18%	-3%	2%	-21	9%	21%
Cc1[nH]c2ccc3ncccc3c2c1C	-8%	11µM*	8%	0%	-3	4%	-12%
Cc1cccc(NC(=S)N(CCN(C)C)C(C)c2cccnc2)c1 (stereo unspecified)	5%	8%	-5%	-2%	-26	2%	-17%
OCCCNCc1ccc(-c2ccccc2)cc1	8%	?	-11%	-23%	-16	3%	-9%
Oc1ccccc1C(=S)N1CCCCCC1	15%	15%	3%	-10%	20	-11%	-11%
CC(C)Cc1nc(N2CCOCC2)c(C#N)c2c1COC(C)(C)C2	1%	?	-14%	-6%	31	5%	-7%
CCOC(=O)C(NC(=O)c1ccccc1)(Nc1nnc(C)s1)C(F)(F)F (stereo unspecified)	-4%	-2%	-14%	-3%	-17	1%	-3%
Cc1nc2ccccc2n1CC(=O)N/N=C\c1ccccn1	109%[activator]	14%	1%	-7%	78	0%	-15%
CC(C)Oc1ccc(C(=O)NCCc2csc(-c3cccc(F)c3)n2)cc1	.	.	-8%	-5%	-5	.	.
CCOC(=O)c1c(NC(=O)Nc2ccc(F)cc2)sc(C(=O)N(C)C)c1C	.	.	-6%	-4%	3	.	.
COC(=O)c1ccc(-c2c(-c3ccccc3)ncc3cc(OC)c(OC)cc23)cc1	-2%	-3%	-1%	2%	-14	.	-6%
CCc1c(C)sc(NC(=O)Cc2ccccc2OC)c1C(=O)N1CCOCC1	-2%	-4%	3%	-2%	22	-9%	32%
CCOC(=O)CN1N=C(/C=C/c2ccccc2)CCC1=O	-16%	5%	.	5%	-29	.	.
CCOC(=O)CC1=Nc2ccccc2NC(=O)C1	18%	9%	-2%	4%	39	5%	-44%
CCC1=C(CC2NCCc3ccccc32)CC2c3cc(OC)c(OC)cc3CCN2C1 (stereo unspecified)	-25%	?	.	4%	-100*	.	.
CC(=O)Oc1ccc2cc(-c3nc4ccccc4n3C)c(=O)oc2c1	0%	15%	-15%	3%	85	-2%	-10%

Arranged by number of heavy atoms (ascending): part of the list above.
SMILES	AMA1-RON2 inh	HCV inh	AmpC detergent	Tb PYK inh	HCMV inh	LmPK inhibitor	AmpC no deterg
CCOC(=O)CC1=Nc2ccccc2NC(=O)C1	18%	9%	-2%	4%	39	5%	-44%
CCOC(=O)CN1N=C(/C=C/c2ccccc2)CCC1=O	-16%	5%	.	5%	-29	.	.
Cc1nc2ccccc2n1CC(=O)N/N=C\c1ccccn1	109%[activator]	14%	1%	-7%	78	0%	-15%
Cc1cccc(NC(=S)N(CCN(C)C)C(C)c2cccnc2)c1 (stereo unspecified)	5%	8%	-5%	-2%	-26	2%	-17%
CC(C)Oc1ccc(C(=O)NCCc2csc(-c3cccc(F)c3)n2)cc1	.	.	-8%	-5%	-5	.	.
CCC1=C(CC2NCCc3ccccc32)CC2c3cc(OC)c(OC)cc3CCN2C1 (stereo unspecified)	-25%	?	.	4%	-100*	.	.

Later entries:
SMILES	AMA1-RON2 inh	HCV inh	AmpC detergent	Tb PYK inh	HCMV inh	LmPK inhibitor	AmpC no deterg
Cc1cc(C(=O)CN2C(=O)C(=O)N(Cc3ccccc3)C2=O)c(C)n1-c1ccccc1F	15%	?	0%	-1%	-3	13%	-21%
COc1ccc(S(=O)(=O)Nc2cccc3c2O[C@H](CN(C)Cc2ccc(Oc4ccccc4)cc2)[C@@H](C)CN([C@H](C)CO)C3=O)cc1	-26%	?	.	0%	46	.	241%[activator]
COc1cccc(C(=O)NCc2ccc(-c3nc4ccccc4s3)cc2)c1	-2%	-12%	-5%	6%	30	4%	-53%
O=C1C(=O)N(CCCN2CCOCC2)C(c2ccc([N+](=O)[O-])cc2)/C1=C(\O)c1ccc2c(c1)OCCO2 (stereo unspecified)	2%	10%	-4%	-16%	6	4%	17%

Compound activity as filed in PubChem.
